Source: PubChem BioAssay
TLR9-MyD88 inh – inhibitors of human TLR9-MyD88 binding; AID 504734; Q9NR96+Q99836; CHO BLA complementation TLR9-MyD88, CCF4 FRET ratio; inhibition, % at 4.98 µM; 0.21% of 340,000 active;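 active = inhibition above the mean over all tested compounds plus 3 SD, cut at about 21% in these data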;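 also: 0% = DMSO only wells and 100% = clavulanate BLA inhibitor control wells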
C8 TRAIL sens – sensitizes caspase-8 expressing cells to TRAIL. NB7+C8 cells + TRAIL, ATPlite viability luminescence. inhibition (viability loss, TRAIL sensitization), % at 10 µM. 1% of 360,000 active. AID 624354;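 active = compounds causing at least 50% loss of cell viability in the single-dose screen, relative to plate controls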
TWEAK Fn14 block – TWEAK-Fn14 signaling inhibition. TWEAK-stimulated Fn14 reporter cells, luciferase luminescence, 8 h. inhibition, % at 10 µM. 2% of 360,000 active; in the data active = inhibition above about 50%
NCOA1 inh – inhibitors of human steroid receptor coactivator 1 (SRC1); AID 588354; HEK293 GAL4-SRC1 luciferase reporter, luminescence; Q15788; inhibition, % at 3.6 µM; 0.12% of 360,000 active;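 active = inhibition above the campaign mean plus 3 SD, with each screening campaign given its own cutoff, cut at about 60% in these data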;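 also: 0% = DMSO treated cells and 100% = gossypol at 36 µM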
NCOA3 inh – inhibitors of human steroid receptor coactivator 3 (SRC3) | HEK293 GAL4-SRC3 luciferase reporter, luminescence | inhibition, % at 3.6 µM | Q9Y6Q9 | 0.17% of 360,000 active;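 active = inhibition above a per-campaign cutoff, the mean of all compounds plus 3 SD, cut at about 60% in these data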;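 also: 0% = DMSO-treated cells and 100% = gossypol-treated cells at 36 µM; higher means less SRC3-driven luciferase light from the GAL4 reporter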
Target sequence (Q9Y6Q9 whole entry, looked up, the tested form may be a part): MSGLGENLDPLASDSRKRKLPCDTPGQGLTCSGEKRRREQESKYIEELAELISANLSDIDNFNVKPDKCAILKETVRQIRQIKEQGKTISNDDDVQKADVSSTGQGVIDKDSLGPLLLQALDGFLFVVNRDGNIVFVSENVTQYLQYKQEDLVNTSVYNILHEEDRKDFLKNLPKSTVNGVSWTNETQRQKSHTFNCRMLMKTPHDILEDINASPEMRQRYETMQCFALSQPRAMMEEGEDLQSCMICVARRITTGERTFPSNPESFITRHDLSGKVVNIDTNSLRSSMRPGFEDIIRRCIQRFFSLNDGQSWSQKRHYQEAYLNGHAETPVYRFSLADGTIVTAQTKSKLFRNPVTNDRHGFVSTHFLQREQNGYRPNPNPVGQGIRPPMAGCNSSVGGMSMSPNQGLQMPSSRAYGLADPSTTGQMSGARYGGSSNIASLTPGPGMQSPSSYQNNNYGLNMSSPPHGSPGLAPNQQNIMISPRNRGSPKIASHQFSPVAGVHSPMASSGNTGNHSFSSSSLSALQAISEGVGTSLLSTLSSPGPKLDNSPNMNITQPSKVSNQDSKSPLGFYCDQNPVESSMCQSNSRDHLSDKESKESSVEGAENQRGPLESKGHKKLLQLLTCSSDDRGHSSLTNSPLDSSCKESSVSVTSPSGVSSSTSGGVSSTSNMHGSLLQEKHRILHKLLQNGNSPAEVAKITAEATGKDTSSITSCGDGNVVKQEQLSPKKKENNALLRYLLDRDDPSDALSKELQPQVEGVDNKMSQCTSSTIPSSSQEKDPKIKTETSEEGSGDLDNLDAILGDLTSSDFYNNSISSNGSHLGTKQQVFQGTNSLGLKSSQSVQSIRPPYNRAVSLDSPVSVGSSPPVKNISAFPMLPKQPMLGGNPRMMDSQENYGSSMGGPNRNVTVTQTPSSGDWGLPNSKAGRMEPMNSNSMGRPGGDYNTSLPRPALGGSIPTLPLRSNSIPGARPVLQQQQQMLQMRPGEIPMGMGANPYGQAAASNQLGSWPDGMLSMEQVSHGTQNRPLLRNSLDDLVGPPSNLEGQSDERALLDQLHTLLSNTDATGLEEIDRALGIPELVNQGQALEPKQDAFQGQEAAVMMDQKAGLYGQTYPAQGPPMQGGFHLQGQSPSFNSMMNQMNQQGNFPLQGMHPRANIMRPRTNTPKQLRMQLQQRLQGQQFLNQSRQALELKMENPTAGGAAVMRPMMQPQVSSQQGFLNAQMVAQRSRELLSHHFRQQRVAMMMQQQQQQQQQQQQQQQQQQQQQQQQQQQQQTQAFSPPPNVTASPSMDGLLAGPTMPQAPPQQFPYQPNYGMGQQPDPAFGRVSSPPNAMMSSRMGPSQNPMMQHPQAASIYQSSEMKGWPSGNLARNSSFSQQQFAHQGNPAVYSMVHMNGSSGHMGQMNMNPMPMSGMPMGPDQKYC
LMP1 NFkB inh – inhibitors of Epstein-Barr LMP1-induced NF-kappaB reporter | LMP1-induced NF-kappaB luciferase reporter cells, luminescence | inhibition, % at 12.5 µM | 0.69% of 350,000 active; in the data active = inhibition above about 41%;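 also: 0% = neutral control wells and 100% = reference inhibitor control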
SRC2 inh – human SRC2 (NCOA2) inhibition. 0.17% of 370,000 active. inhibition, % at 9 µM. HEK293 GAL4-SRC2 luciferase reporter, luminescence;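 active = inhibition above the mean inhibition of all tested compounds plus 3 SD, set per campaign, cut at about 52% in these data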;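 also: 0% = DMSO treated cells and 100% = cells given Gossypol at 36 µM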
TROY signal inh – inhibitors of TROY-dependent NF-kB signaling; inhibition, % at 10 µM; AID 1347056; Q293 LMP1-TROYcd NF-kB luciferase reporter, 4 h; 0.98% of 360,000 active;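 active = compounds whose plate-normalised and pattern-corrected inhibition of the luciferase reporter signal at the single screening dose is 50% or more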
NOD2-RIPK2 inh – inhibitors of human NOD2-RIPK2 interaction; O43353; inhibition, % at 4.98 µM; CHO BLA complementation NOD2-RIPK2, CCF4 ratio; 0.38% of 360,000 active; in the data active = inhibition above about 21%;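 also: 0% = vehicle only and 100% = reference blocker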
COUP-TFII inh – NR2F2 (human) inhibition, primary screen; inhibition, % at 8.6 µM; HEK293T NGFI-A luciferase reporter, luminescence; AID 686940; P24468; 0.7% of 370,000 active;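 active = inhibition above a per-plate cutoff, mean inhibition of test wells between control levels plus 3 SD, cut at about 38% in these data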;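 also: cells cotransfected with COUP-TFII expression vector driving the NGFI-A reporter; 0% = median of COUP-TF2 test wells and 100% = reporter-only cells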
LRH-1 inv ag – suppresses constitutive activity of human LRH-1; O00482; 0.13% of 360,000 active; inhibition, % at 3.6 µM; HEK293T StAR-luciferase reporter, LRH-1 transfected, 24 h;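 active = inhibition above the mean inhibition of all tested compounds plus 3 SD, cut at about 73% in these data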;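 also: 0% = DMSO wells and 100% = reporter-only cells lacking LRH-1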
* marks the source's active call; other numbers are inactive results; nt = no result given.

The opening 4 compounds, ahead of the listing:
SMILES	TLR9-MyD88 inh	C8 TRAIL sens	TWEAK Fn14 block	NCOA1 inh	NCOA3 inh	LMP1 NFkB inh	SRC2 inh	TROY signal inh	NOD2-RIPK2 inh	COUP-TFII inh	LRH-1 inv ag
Cn1cc(CN2CCCC(CO)C2)c(-c2ccc(Oc3ccccc3)cc2)n1 (centres undefined)	1	-2	-9	-3	2	-14	0	1	0	0	2
CCOC(=O)c1ccccc1NC(=O)c1cn(-c2ccc(OC)cc2)c(=O)c2ccccc12	7	8	34	13	7	8	-17	9	-9	0	1
COc1ccc(Br)cc1CNC(=O)CN1C(=O)C(c2ccccc2)Oc2cccnc21 (centres undefined)	2	-12	-6	-4	20	6	-21	13	-2	12	6
NC(=NC(=O)c1cccc(C(F)(F)F)c1)c1ccc(C(F)(F)F)cn1	0	11	-13	-16	12	-13	1	-4	5	5	15

Main list, previewed entries included:
SMILES	TLR9-MyD88 inh	C8 TRAIL sens	TWEAK Fn14 block	NCOA1 inh	NCOA3 inh	LMP1 NFkB inh	SRC2 inh	TROY signal inh	NOD2-RIPK2 inh	COUP-TFII inh	LRH-1 inv ag
Cn1cc(CN2CCCC(CO)C2)c(-c2ccc(Oc3ccccc3)cc2)n1 (centres undefined)	1	-2	-9	-3	2	-14	0	1	0	0	2
CCOC(=O)c1ccccc1NC(=O)c1cn(-c2ccc(OC)cc2)c(=O)c2ccccc12	7	8	34	13	7	8	-17	9	-9	0	1
COc1ccc(Br)cc1CNC(=O)CN1C(=O)C(c2ccccc2)Oc2cccnc21 (centres undefined)	2	-12	-6	-4	20	6	-21	13	-2	12	6
NC(=NC(=O)c1cccc(C(F)(F)F)c1)c1ccc(C(F)(F)F)cn1	0	11	-13	-16	12	-13	1	-4	5	5	15
CCc1ccc(NC(=O)C(C)OC(=O)c2cc(=O)[nH]c3ccc(S(=O)(=O)Nc4ccc(F)cc4)cc23)cc1 (centres undefined)	-8	18	24	-13	-8	-6	0	23	-8	5	15
COCCNc1ncnc2c1ncn2[C@H]1CN(Cc2ccco2)C[C@@H](CO)O1	nt	-18	8	8	5	nt	1	-5	5	-6	-3
COc1cc(OC)cc(C(=O)NCCN2CCOCC2)c1	-2	0	-11	0	19	-6	10	12	-3	-7	20
COCCCNC(=O)c1ccc(Cn2c(=O)c3ccccc3n(CC(=O)NCc3ccco3)c2=O)cc1	7	3	-14	3	-7	0	-12	2	7	-4	-18
OC(c1ccc(F)cc1)c1nc(-c2ccc(Cl)cc2)cs1 (centres undefined)	nt	-4	8	4	1	nt	3	-42	-7	4	-9
CN(C)CCNC(=O)c1ccc(CS(=O)(=O)c2c(Cl)cccc2Cl)o1	-5	13	-10	-15	-6	-10	5	-7	-13	14	5
Cc1c(Cl)cccc1-c1ccc(CNCc2ccccn2)o1	5	-4	-35	-23	3	-6	0	-27	0	-12	-15
CSc1ccc(CCNC(=O)Cn2ncc3c([nH]c4ccccc43)c2=O)cc1	-8	-1	-8	0	4	-6	8	12	2	15	-18
CCOC(=O)Cn1cnc2c(cnn2-c2ccccc2)c1=O	7	6	-12	-8	-16	0	-17	-19	-2	-6	2
COc1cc(C(=O)NCCC(=O)NC(C)C)cc(OC)c1OC	-12	-8	0	-10	10	-6	-13	0	-2	-5	17
CCCSC(=S)c1c(C)[nH]n(-c2ccccc2)c1=O	-1	14	-2	-8	7	15	-1	35	1	1	-9
CCN(CC(=O)Nc1ccc(OC)cc1)C(=O)c1oc2c(Cl)cccc2c1C	7	-1	-9	-20	-7	2	-31	-20	-14	-2	15
CC(Oc1ccc(F)cc1)C(=O)Nc1ccc(S(=O)(=O)NC2=NCCCCC2)cc1 (centres undefined)	-1	2	8	-23	2	4	0	-9	3	-18	9
CCCC(=O)Nc1cc(-c2nc3ncccc3o2)ccc1Cl	-3	0	-3	1	-10	-3	3	-6	-7	-5	3
Cc1ccc(C(=O)N2CCCC(C(=O)c3ccc(Oc4ccccc4)cc3)C2)cn1 (centres undefined)	2	14	22	-16	12	13	6	3	-12	33	3
NC(=O)NCCCC(=O)NCC(c1ccccc1Cl)c1c[nH]c2ccccc12 (centres undefined)	1	10	12	-4	-14	1	2	-29	-12	20	20
C=CCNC(=O)c1ccccc1Cl	-4	-5	4	1	-37	-2	-9	-21	-3	7	9
CC(C)NC(=O)c1cc(C(=O)c2cc(Cl)ccc2O)coc1=N	7	4	69*	-8	-16	-12	-7	21	5	-9	3
COc1cccc(C2c3c(oc4cc(C)c(C)cc4c3=O)C(=O)N2CCCN(C)C)c1 (centres undefined)	-3	6	-10	-3	0	-7	nt	-2	0	nt	1
O=C(Nc1nnc(SCC(=O)N2CCOCC2)s1)C1CC(=O)N(c2ccc(F)cc2)C1 (centres undefined)	-5	-15	0	-24	0	4	-1	2	-2	14	3
COCCOC(=O)C1=C(C)Nc2cc(=O)[nH]c(=O)n2C1c1cccc([N+](=O)[O-])c1 (centres undefined)	-4	0	-20	-5	24	-7	-5	-8	-6	-11	-3
CCCCCC(=O)N/N=C/c1ccc(N(C)C)cc1	1	-2	-20	-65	-48	-18	-48	-46	3	-29	-54
O=C(O)C1CC=CCC1C(=O)N1CCN(c2nc(-c3ccccc3Cl)c3cc(Br)ccc3n2)CC1 (centres undefined)	0	2	25	-27	2	-8	-8	12	2	7	15
CC(C)(C)c1cc(Cl)c(O)c(NC(=S)NC(=O)c2cccnc2)c1	-4	34	30	1	-11	-5	6	-10	-6	9	1
COc1ccc(OCC(=O)Nc2ccccc2-c2ccccc2)cc1	-1	-1	5	6	14	-30	11	6	-12	12	-1
Cc1nc2cc(Oc3nc(NCCN(C)C)nc4ccsc34)ccc2s1	nt	9	-10	8	-1	nt	-15	-2	5	-4	-9
CCc1ccccc1N(CC(=O)NCCc1ccccc1)C(=O)CCC(=O)Nc1ccccn1	-8	10	19	10	9	-9	20	-15	0	9	-1
COC(=O)c1ccc2nc(C3CCCCC3)c(Cc3cccc(Cl)c3)n2c1	nt	5	9	0	-13	nt	10	-4	-11	-4	-30
CCc1ccccc1NC(=O)CSc1nnc(CCNC(=O)OC(C)(C)C)o1	1	-1	-7	-1	2	0	-15	-6	-10	-13	9
CN(C)CCCN1c2ccccc2CCc2ccc(Cl)cc21	-7	-12	-6	1	11	-4	0	-16	0	-2	12
CCN(CC)S(=O)(=O)c1cccc(NC(=O)c2ccc(C#N)cc2)c1	-7	3	2	6	11	1	20	20	-4	11	9
CCOC(=O)c1ccc(N2CCOCC2)c(NC(=O)COCC(=O)O)c1	-6	4	-15	5	5	3	1	-25	6	-2	19
NC(=O)c1ccccc1NC(=O)CC12CC3CC(CC(Br)(C3)C1)C2	-7	-18	-5	-14	2	-2	-17	14	-1	-14	-5
O=C(NCc1ccccc1)C(C1CC1)n1c(Cc2cc(F)cc(F)c2)nc2ccccc21 (centres undefined)	nt	-5	nt	nt	nt	nt	-20	nt	0	-8	12
Cn1c(C(=O)N2CCN(c3ncccn3)CC2)cc2c(=O)n(C)c3ccccc3c21	-12	8	-4	-19	-1	2	-20	2	-9	10	-7
N#C/C(=C\c1ccc([N+](=O)[O-])o1)C(=O)Nc1ccc(F)cc1	12	25	-11	-26	-26	-6	-11	-23	4	23	-1
COc1cc(OC)c(NC(=O)c2c(-c3ccccc3)noc2C)cc1Cl	0	6	-12	18	18	-14	10	1	-10	-3	0
CCN1CCN(C(=S)c2ccc(Br)cc2)CC1	3	11	-3	4	-6	-1	-19	-2	-9	1	-3
Cc1ccc(S(=O)(=O)N2[C@@H](CO)CO[C@H]2CC(=O)c2ccccc2)cc1	nt	2	nt	nt	nt	nt	6	nt	1	-15	-2
CC(C(Sc1ccccc1N)c1ccccc1)[N+](=O)[O-] (centres undefined)	-10	10	-25	-35	-23	5	-2	55*	-5	-2	-12
Cn1cnnc1Sc1ccc(C(=O)OCC(=O)NC2CC2)cc1[N+](=O)[O-]	-2	0	4	-20	5	-2	13	-12	1	-1	-15
COc1ccc(N(C)C(=O)CN(C)S(=O)(=O)c2ccc3c(c2)c(=O)n(C)c(=O)n3C)c(OC)c1	-2	-17	-6	-12	-10	-5	-31	-9	-5	3	7
Cc1ccc([N+](=O)[O-])c(OCC(=O)OCC(=O)c2ccccc2)c1	1	-5	2	11	-3	-13	-14	20	-11	-13	5
Cc1cccc(NC(=O)CNC(=O)[C@H]2O[C@@H](n3cnc4c(N)ncnc43)[C@H](O)[C@@H]2O)c1C	nt	-7	-16	-30	3	nt	-1	15	1	0	-5
COC(=O)[C@]1(C)N[C@H](CN(C)S(=O)(=O)c2ccc(C)cc2)[C@@H]2C(=O)N(Cc3ccccc3)C(=O)[C@@H]21	6	-2	2	-12	-4	6	4	-1	0	14	17
CC(=O)OCCNc1cc(SC(C)C)c2nonc2c1[N+](=O)[O-]	-3	-8	20	7	-10	5	-10	9	-1	-9	-4
COc1cc(Cl)ccc1OCc1cc(C(=O)N2CCC(N(C)C)C2)no1 (centres undefined)	-6	30	-18	-2	-2	0	-8	3	4	-16	-18
S=c1[nH]nc(-c2ccccc2Br)n1Cc1ccccc1	10	-13	1	-42	10	-3	-6	0	-15	-9	-7
Cc1cccc(Nc2ccc3nonc3c2[N+](=O)[O-])c1C	-7	-2	18	-1	11	-5	-9	-17	-1	4	-8
CCN(CC)CCNC(=O)c1ccc(NC(=O)c2cc(-c3ccncc3)nc3ccccc23)cc1	-16	-5	-8	-8	-46	-6	-14	-20	3	-15	18
CN1CCN(C(=O)C2(NC(=O)Nc3cccc(F)c3)CCCCC2)CC1	-1	-2	13	0	4	2	5	5	-2	-10	3
CCN(Cc1ccncc1)C(=O)C(CO)c1ccccc1 (centres undefined)	10	5	7	-17	-11	-5	-14	14	-14	11	3
O=C(CSCc1ccc(Cl)cc1)NCc1ccc2c(c1)OCO2	-3	-9	-9	5	-13	-3	-8	27	1	1	2
O=C(CCCN1CCN(c2ccccn2)CC1)c1ccc(F)cc1	-11	8	-25	0	-15	-10	-14	-9	-11	-5	-33
Clc1ccc(-n2nnnc2SCc2c(-c3ccccc3)nc3sccn23)cc1	-5	11	-1	-4	-1	13	-54	-8	-10	3	-6
COc1cc(CC(=O)OC2CCOC2=O)cc(OC)c1OC (centres undefined)	-1	-8	-4	8	-10	-10	-3	-1	-18	-4	-22
(more compounds)
SMILES	TLR9-MyD88 inh	C8 TRAIL sens	TWEAK Fn14 block	NCOA1 inh	NCOA3 inh	LMP1 NFkB inh	SRC2 inh	TROY signal inh	NOD2-RIPK2 inh	COUP-TFII inh	LRH-1 inv ag
CCOC(=O)c1c(-c2ccccc2)csc1NC(=O)CSc1nnnn1C	3	8	18	-2	-1	2	13	-1	-6	20	18
CC(=O)NCCn1c(SCC(=O)c2ccccc2)nc2ccccc2c1=O	-13	-15	-5	-43	-2	3	3	-10	-14	5	7
C=CCn1c(=O)/c(=C/c2ccc(C)o2)s/c1=C(/C#N)C(=O)c1ccccc1	5	4	1	4	3	1	-14	-3	3	-17	-22
CCOC(=O)C(Sc1cc(-c2ccccc2)nc2ncnn12)C(C)=O (centres undefined)	-6	25	5	8	12	-4	4	10	-7	6	-6
Cc1cc(C)n(-c2ccc(C(=O)NCc3ccc4c(c3)OCO4)cc2)n1	2	2	-26	4	2	36	-1	4	1	-8	12
O=C(O)c1ccc(N2CCCC2=O)cc1	-12	-4	-4	9	5	0	9	11	-8	5	-9

The list is partial. The share of hits here may be higher or lower than overall.
